BoNT F protease: blocks Botulinum neurotoxin F light chain protease. Multiplex microsphere protease cleavage assay, flow cytometry. inhibition, % at 10 µM. actives 0.22% (n = 360,000); in the data active = inhibition above about 35%, passing the limit was not always enough; inconclusive = no clear call, values can overlap the other calls; also: plate controls were buffer without enzyme for full effect and enzyme alone for no effect
Mtb BioA inh: BioA (M. tuberculosis) enzyme inhibition; inhibition, % at 9.99 µM; AID 602481; purified M. tuberculosis BioA enzyme, plate reader; actives 0.096% (n = 360,000); in the data active = inhibition above about 40%; inconclusive = no clear call, values can overlap the other calls
FadD28 binding: inhibitors of Mycobacterium tuberculosis FadD28 bisubstrate binding | FadD28 bisubstrate probe binding, fluorescence polarization | inhibition, % at 12.5 µM | actives 0.22% (n = 360,000) | AID 588549; in the data active = inhibition above about 8.5%, passing the limit was not always enough; inconclusive = no clear call, values can overlap the other calls
GDH-TPI inh: counter-screen for M. tuberculosis FBA inhibitors: GDH-TPI coupled enzymes | GDH-TPI coupled enzyme counterscreen, NADH absorbance | inhibition, % at 4.8 µM | actives 1.2% (n = 360,000);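 also: 0% = DMSO wells and 100% = wells lacking the enzyme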
UGM FP inh: Mtb UDP-galactopyranose mutase inhibition. purified UGM, fluorescence polarization probe displacement. inhibition, % at 10 µM. P9WIQ1. AID 504406. actives 0.06% (n = 320,000); in the data active = inhibition above about 10%, passing the limit was not always enough; inconclusive = no clear call, values can overlap the other calls
CCHF vOTU inh: CCHFV vOTU protease inhibition. Pep-AMC fluorescence. actives 0.55% (n = 370,000). AID 651958. inhibition, % at 11.5 µM; also: 0% = vehicle wells with enzyme and 100% = no enzyme wells
Rv3671c protease: inhibitors of M. tuberculosis serine protease Rv3671c; P9WHR9; inhibition, % at 5.96 µM; actives 0.048% (n = 320,000); AID 2606; in the data active = inhibition above about 38%;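 also: extracellular domain of Rv3671c used as enzyme; 0% = enzyme with DMSO and 100% = no enzyme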
Target sequence (P9WHR9 whole entry, looked up, the tested form may be a part): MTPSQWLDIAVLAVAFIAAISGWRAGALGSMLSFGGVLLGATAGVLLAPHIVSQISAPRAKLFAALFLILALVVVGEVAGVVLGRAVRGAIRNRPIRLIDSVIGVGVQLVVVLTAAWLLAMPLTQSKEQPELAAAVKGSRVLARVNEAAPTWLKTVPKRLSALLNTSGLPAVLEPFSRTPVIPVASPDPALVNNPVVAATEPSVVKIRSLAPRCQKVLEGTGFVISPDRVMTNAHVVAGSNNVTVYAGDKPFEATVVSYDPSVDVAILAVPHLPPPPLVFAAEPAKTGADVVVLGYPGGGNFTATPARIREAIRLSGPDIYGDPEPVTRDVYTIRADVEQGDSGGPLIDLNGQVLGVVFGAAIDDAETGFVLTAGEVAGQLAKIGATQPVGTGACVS
Mtb FBA inh: inhibits M. tuberculosis FBA enzyme. P9WQA3. purified M. tuberculosis FBA, fluorescence read-out. inhibition, % at 1 µM. actives 2.3% (n = 360,000); in the data active = inhibition above about 27%;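 also: 0% = vehicle and 100% = reference inhibitor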
Target sequence (P9WQA3 whole entry, looked up): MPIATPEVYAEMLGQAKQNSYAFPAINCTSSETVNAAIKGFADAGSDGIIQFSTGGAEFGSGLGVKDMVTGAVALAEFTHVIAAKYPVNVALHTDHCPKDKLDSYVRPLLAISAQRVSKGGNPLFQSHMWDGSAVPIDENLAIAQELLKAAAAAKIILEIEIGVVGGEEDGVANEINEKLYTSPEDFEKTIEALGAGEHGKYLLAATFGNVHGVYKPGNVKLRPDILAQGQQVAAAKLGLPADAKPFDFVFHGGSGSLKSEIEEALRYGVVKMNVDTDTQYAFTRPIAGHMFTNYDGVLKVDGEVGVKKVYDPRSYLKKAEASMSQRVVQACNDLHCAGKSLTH
MazEF act: activators of E. coli MazEF toxin-antitoxin RNase. actives 0.32% (n = 350,000). AID 504720. FAM/BHQ RNA-DNA oligo cleavage fluorescence, 5 h. P0AE70. activation, % at 20 µM; in the data active = activation above about 50%
Target sequence (P0AE70 whole entry, looked up): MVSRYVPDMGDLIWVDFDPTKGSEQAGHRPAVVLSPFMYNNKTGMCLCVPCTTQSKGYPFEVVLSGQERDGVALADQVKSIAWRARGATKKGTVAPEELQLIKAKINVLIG
DUSP3 inh: inhibitors of human VHR1 phosphatase (DUSP3); inhibition, % at 13.3 µM; P51452; actives 0.52% (n = 290,000); recombinant VHR phosphatase, pNPP absorbance; AID 1654; in the data active = inhibition above about 50%; also: some compounds called inactive have numbers as strong as hits
Numbers without * were called inactive; ? = inconclusive; . = not tested or not shown. Rule as the data show it, unless noted: active = inhibition above about 30%; inactive = the rest.

1) CN1C=C(C(F)(F)F)C=C/C1=C(\C#N)c1nnc2n1CCCCC2
2) Cc1[nH]nc2c1C(c1ccc(OC(=O)c3ccco3)cc1)C(C#N)=C(N)O2 (configuration not stated)
3) COc1cccc(CC(=O)OCC(=O)NC(Cc2ccccc2)C(C)=O)c1 (configuration not stated)
4) CCOc1ccc(NCc2nc3ccccc3n2CCOc2ccccc2)cc1
5) Cc1ccc(C(=O)O)cc1NC(=O)CN1C(=O)C2C3c4ccccc4C(Br)(c4ccccc43)C2C1=O (configuration not stated)
6) CC(C)(C)C1=Nn2c(nnc2-c2ccccn2)SC1
7) Cc1cc(C)c(Cn2cnc(-c3ccc([N+](=O)[O-])cc3)c2)c(C)c1
8) Cc1ccc(C2=NN(CC(=O)NCc3ccccn3)C(=O)CC2)cc1
9) COc1ccc(NC(=O)c2ccco2)c2ccccc12
10) CSc1n[nH]c2nc3c(c(=O)n12)C1(CCCCC1)Cc1ccccc1-3
assay / entry | 1 | 2 | 3 | 4 | 5 | 6 | 7 | 8 | 9 | 10
UGM FP inh | 1.7 | 2.1 | 3.0 | 2.9 | 6.8 | -1.0 | 1.5 | -0.9 | -0.3 | -0.3
BoNT F protease | -6 | -1 | -3 | -8 | -3 | -8 | 1 | 0 | -34 | 1
DUSP3 inh | 18 | 9 | . | -14 | -2 | 11 | 34 | -13 | 15 | 10
Mtb FBA inh | -7 | -3 | 0 | 4 | -4 | -2 | -3 | 3 | -1 | 11
GDH-TPI inh | 8 | 7 | 6 | 2 | 4 | -1 | 5 | -2 | 6 | 9
FadD28 binding | -3.5 | 1.3 | -0.4 | -2.4 | -9.5 | -2.8 | -5.0 | -1.3 | 0.4 | 0.3
Rv3671c protease | 10 | -1 | 3 | 0 | -16 | -2 | -12 | -8 | . | 8
CCHF vOTU inh | 9 | -7 | -5 | 1 | 1 | 9 | 11 | -5 | -5 | 14
Mtb BioA inh | -1.5 | -2.3 | -1.2 | 9.9 | . | . | -0.8 | . | 0.1 | -2.7
MazEF act | -1 | 1 | 4 | 2 | -3 | -2 | -21 | 1 | 4 | 4

11) Clc1nssc1=Nc1nncs1
12) O=C(C1CCCO1)N1CCN(S(=O)(=O)c2ccccc2)CC1 (configuration not stated)
13) C=CCN(CC=C)C(=O)COC(=O)c1n[nH]c2ccccc12
14) CC(NC(=O)c1ccco1)C(c1cccs1)N1CCN(c2ccc(F)cc2)CC1 (configuration not stated)
15) O=C(C[C@H]1C/C=C\C[C@H](Cc2ccc(F)cc2)C(=O)O[C@@H](c2ccccc2)CNC1=O)N[C@@H](CO)Cc1ccccc1
16) CCCCc1cc(=O)oc2cc(OCC(=O)N3CCc4ccccc43)ccc12
17) O=c1nc(-c2ccccc2)c2cc(Cl)ccc2[nH]1
18) CCn1c(N2CCN(S(=O)(=O)c3ccccc3)CC2)nc2ccccc21
19) O=C(Nc1cc(Cl)ccc1-n1cncn1)C1CC1
20) COc1ccc(-c2nc(SCc3ccccc3)n(S(C)(=O)=O)n2)cc1
assay / entry | 11 | 12 | 13 | 14 | 15 | 16 | 17 | 18 | 19 | 20
UGM FP inh | 0.6 | -4.7 | 3.1 | -1.9 | 4.9 | -0.9 | 0.5 | -1.1 | -0.7 | 1.1
BoNT F protease | 2 | 0 | 4 | -5 | -1 | 13 | 1 | -20 | 15 | -8
DUSP3 inh | . | 5 | 9 | -1 | . | 46 | 24 | 24 | . | 29
Mtb FBA inh | -1 | -3 | -7 | 4 | 4 | -5 | 18 | 1 | 7 | 1
GDH-TPI inh | 7 | -2 | -2 | -7 | 9 | 0 | 8 | 0 | 12 | 21
FadD28 binding | -3.3 | -0.3 | -3.3 | -0.3 | 0.8 | 0.0 | -2.7 | -4.1 | -2.3 | -1.7
Rv3671c protease | 11 | 0 | -4 | -11 | -10 | 6 | -16 | -2 | 2 | -10
CCHF vOTU inh | 2 | . | 0 | -3 | -4 | 6 | 3 | -1 | -4 | 12
Mtb BioA inh | 1.4 | . | . | . | -1.7 | -0.7 | -0.8 | 1.1 | -6.5 | 14
MazEF act | -7 | 2 | 7 | 0 | -38 | 1 | -6 | 9 | -16 | -7

21) CSc1cccc(NC(=O)CN(C2CCCCC2)S(C)(=O)=O)c1
22) CC(C)NC(=O)N(C)C[C@@H]1OCc2cnnn2CCCC(=O)N([C@H](C)CO)C[C@@H]1C
23) COc1ccc(/C=C2\SC(=S)N(CCC(=O)Nc3ccccn3)C2=O)cc1OC
24) O=C(O)CNC(=O)c1ccc(S(=O)(=O)N2CCOCC2)cc1
25) Cc1cc(C)c2c(c1)/C(=N/NC(=O)c1cc(C)oc1C)CCC2
26) COc1cccc(C#CC2=CC(=O)CC(C)(C)C2)c1
27) COc1cc(OC)cc(C(=O)NC(=S)NNC(=O)Cc2cccs2)c1
28) COc1ccc(C=C(NC(=O)c2ccccc2)C(=O)O)cc1OC
29) C=CCOc1cccc(C2c3c(oc4ccc(F)cc4c3=O)C(=O)N2CCCN2CCOCC2)c1 (configuration not stated)
30) Cc1ccc(COc2ccc(/C=N/NC(=O)CN3CCCCC3)cc2)cc1
assay / entry | 21 | 22 | 23 | 24 | 25 | 26 | 27 | 28 | 29 | 30
UGM FP inh | -1.5 | . | -1.3 | -0.3 | -2.0 | . | 4.7 | . | 1.0 | -2.9
BoNT F protease | ? | 5 | 10 | 2 | -16 | -2 | 2 | -10 | -1 | -8
DUSP3 inh | -2 | . | 1 | 33 | 4 | . | -10 | . | 6 | 32
Mtb FBA inh | 3 | 4 | 1 | -2 | -2 | -3 | -4 | -1 | 6 | 1
GDH-TPI inh | -7 | -2 | -2 | -3 | 11 | 18 | 0 | 10 | -7 | 2
FadD28 binding | -9.4 | -2.0 | -2.1 | -3.5 | 1.5 | -4.4 | -3.3 | -1.1 | 2.0 | -0.7
Rv3671c protease | -6 | . | 0 | 1 | -5 | . | -7 | . | 0 | 3
CCHF vOTU inh | 3 | -8 | 8 | -4 | 4 | 13 | 1 | 14 | -4 | 10
Mtb BioA inh | 0.9 | -2.3 | -1.2 | -1.3 | . | 1.4 | 1.0 | . | -0.3 | .
MazEF act | -4 | -6 | 9 | 3 | -21 | 3 | 4 | 7 | 3 | 1

31) COc1ccc(NC(=O)C2CCN(S(=O)(=O)c3ccc4c(c3)CC(C)N4C(C)=O)CC2)cc1OC (configuration not stated)
32) Cc1cc(C(=O)OCC(=O)N2CCC(c3ccccc3)=N2)ccc1[N+](=O)[O-]
33) CC(C)N1CCc2c(sc(NC(=O)CN3C(=O)c4ccccc4C3=O)c2C(N)=O)C1
34) O=C(N[C@H](CO)Cc1ccccc1)c1ccco1
35) COCCNS(=O)(=O)c1cc(OC)ccc1OC
36) Cc1ccccc1NC(=S)N(Cc1ccco1)C(C)c1ccccn1 (configuration not stated)
37) Cc1nc(Nc2ccc(Cl)cc2)c(C#N)c(=O)[nH]1
38) COc1ccc([N+](=O)[O-])cc1N(CC(=O)NCCSc1ccccc1)S(C)(=O)=O
39) Cc1ccc(S(=O)(=O)Nc2cccc(C(=O)NCC3(N4CCCCC4)CCCCC3)c2)cc1F
40) CCOC(=O)Cc1cnc(NC(=O)c2ccccc2)s1
assay / entry | 31 | 32 | 33 | 34 | 35 | 36 | 37 | 38 | 39 | 40
UGM FP inh | 2.2 | 1.6 | -0.6 | -6.4 | -1.6 | 2.0 | -0.2 | -2.0 | -1.4 | 0.5
BoNT F protease | -3 | 4 | -6 | 1 | 3 | -3 | ? | -4 | -2 | -1
DUSP3 inh | -9 | . | 18 | . | 15 | 7 | 7 | 15 | . | 3
Mtb FBA inh | 1 | -1 | 2 | 0 | 0 | 1 | 3 | 1 | 2 | 3
GDH-TPI inh | 3 | -2 | 7 | 1 | -6 | 1 | 5 | 0 | 1 | 3
FadD28 binding | -2.2 | -3.5 | -1.0 | -1.1 | -0.9 | -5.2 | -1.1 | -2.9 | -3.8 | 0.8
Rv3671c protease | -6 | 6 | -4 | -2 | -1 | -4 | -7 | 8 | 0 | -1
CCHF vOTU inh | -4 | -1 | -1 | 1 | 5 | 3 | 2 | 9 | -5 | -14
Mtb BioA inh | -1.7 | -2.1 | . | 0.9 | . | . | -3.0 | . | . | 0.9
MazEF act | 2 | 7 | 19 | 0 | 4 | 3 | 4 | 11 | 4 | 0

41) Cc1cc(NC(=O)CCC(=O)N(c2ccccc2)C2(C(=O)NC3CCCCC3)CCCC2)no1
42) COC(=O)C(C)n1nnc2sc(-c3ccccc3)cc2c1=O (configuration not stated)
43) COc1ccc(-c2noc(CN(C)C(=O)c3ccoc3C)n2)cc1
44) CCCCCCn1c(=O)n2n(c1=O)[C@@H]1CN(S(=O)(=O)c3ccc(C)cc3)C[C@]1(O)[C@@H](OC(=O)NCc1ccccc1)C2
45) COCCNc1nc(Nc2ccc(C(=O)OC)cc2)c2sccc2n1
46) CCC(C)(C)NC(=O)C(c1ccncc1)N(Cc1cccs1)C(=O)Cn1nnc2ccccc21 (configuration not stated)
assay / entry | 41 | 42 | 43 | 44 | 45 | 46
UGM FP inh | 2.6 | -0.2 | 0.6 | . | . | -1.5
BoNT F protease | 3 | -6 | -23 | 7 | 1 | 3
DUSP3 inh | -14 | 13 | 12 | . | . | -6
Mtb FBA inh | -1 | 6 | -2 | 3 | 5 | -2
GDH-TPI inh | -4 | 4 | 0 | 9 | 31* | 3
FadD28 binding | 0.5 | 1.3 | 0.3 | -3.1 | -1.0 | 3.3
Rv3671c protease | 9 | 1 | 5 | . | . | -12
CCHF vOTU inh | 17 | -7 | 20 | 23 | -4 | -7
Mtb BioA inh | -2.0 | . | -0.3 | -0.8 | 0.6 | 5.0
MazEF act | 2 | 8 | 10 | 0 | . | 0

Whole records as entered above:
Shown for CCC(C)(C)NC(=O)C(c1ccncc1)N(Cc1cccs1)C(=O)Cn1nnc2ccccc21 (configuration not stated) = UGM FP inh = -1.5; BoNT F protease = 3; DUSP3 inh = -6; Mtb FBA inh = -2; GDH-TPI inh = 3; FadD28 binding = 3.3; Rv3671c protease = -12; CCHF vOTU inh = -7; Mtb BioA inh = 5.0; MazEF act = 0
Shown for CCCCCCn1c(=O)n2n(c1=O)[C@@H]1CN(S(=O)(=O)c3ccc(C)cc3)C[C@]1(O)[C@@H](OC(=O)NCc1ccccc1)C2 = UGM FP inh = .; BoNT F protease = 7; DUSP3 inh = .; Mtb FBA inh = 3; GDH-TPI inh = 9; FadD28 binding = -3.1; Rv3671c protease = .; CCHF vOTU inh = 23; Mtb BioA inh = -0.8; MazEF act = 0
Shown for COc1ccc(-c2noc(CN(C)C(=O)c3ccoc3C)n2)cc1 = UGM FP inh = 0.6; BoNT F protease = -23; DUSP3 inh = 12; Mtb FBA inh = -2; GDH-TPI inh = 0; FadD28 binding = 0.3; Rv3671c protease = 5; CCHF vOTU inh = 20; Mtb BioA inh = -0.3; MazEF act = 10

Bioassay records as filed in PubChem BioAssay.
